# From PubChem
# CHRM4 PAM: potentiates acetylcholine response at human M4 receptor; P08173; CHO-K1 hM4/Gqi5, Fluo-8 calcium fluorescence, ACh EC20; 0% = ACh EC20, 100% = maximal ACh; activation, % at 3 µM; hit rate 0.4% among 360,000; AID 624126;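 active means activation above its plate's cutoff, the mean activation of sample wells plus 3 SD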; further: some results filed as inactive read as strong as hits
# pCIP destab: p/CIP protein destabilization; decrease of EGFP signal, % at 10 µM; F442A p/CIP-EGFP cells, EGFP fluorescence, 16 h; hit rate 0.01% among 290,000; Q05BA5; AID 1984;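 active means EGFP signal decrease of at least 30% at 10 µM or well 3 SD below plate mean, unless failing retest; inactive means the rest, including hits failing retest or dose response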; further: some compounds called inactive have numbers as strong as hits; many of its hits are not listed in these tables
# GalR3 antagonist: antagonists of human GalR3; O60755; inhibition, % at 3 µM; HEK293 GalR3-CNG cAMP membrane potential fluorescence; galR3 body fused to GalR1 C-terminus; hit rate 0.44% among 360,000; AID 651719;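 active means inhibition above the screen-wide average plus 3 SD, cut at about 13% in these data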;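 further: forskolin and galanin both at EC90 stimulate the cells; cAMP rise reported by CNG channel membrane potential dye signal; 0% = forskolin plus galanin with DMSO and 100% = forskolin alone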
# PHOSPHO1 inh: PHOSPHO1 (human) inhibition; Q8TCT1; recombinant PHOSPHO1, absorbance phosphatase assay; inhibition, % at 13.3 µM; hit rate 1.1% among 290,000; AID 1565; in the data active means inhibition above about 60%
# CRFBP-R2 agonist: CRF-BP/CRF-R2 complex agonism; HEK293 CRF-R2/CRF-BP, calcium dye fluorescence (FLIPR); percent of saturating CRF peptide response; activation, % at 13.2 µM; hit rate 0.46% among 350,000;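 active means activation of at least 50%, plus an integration ratio under a set limit after plate pattern correction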;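 further: plate controls were neutral control wells without compound for no effect and CRF at EC100 for full effect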
# MEKK3 PB1 HTS: MEKK3-MEK5 PB1 interaction, increase or decrease; Q99759; bead-based flow cytometry, Alexa488-MEK5 binding to MEKK3; actives lie on both sides; 0 = blocked by unlabeled MEK5, 100 = vehicle; binding response (% of control), % at 10 µM; hit rate 1.4% among 290,000; AID 1529;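 active means binding response more than 3 SD above or below the average of its plate-row segment, actives on both sides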;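 further: Alexa488 bead fluorescence after subtracting the streptavidin-only scavenger bead signal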
# IDE inh: inhibits human insulin-degrading enzyme in HEK cells | hit rate 0.41% among 320,000 | inhibition, % at 5.59 µM | AID 434962 | FAbetaB cleavage, fluorescence polarization | P14735;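 active means percent inhibition above the average of all tested compounds plus 3 SD, set per screening campaign, cut at about 16% in these data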;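 further: IDE supplied by intact live HEK cells; FP after avidin binding of uncleaved biotin substrate so inhibition keeps polarization high; 0% = DMSO wells and 100% = 60 µM reference IDE inhibitor Ii1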
# Target sequence (P14735 whole entry, looked up): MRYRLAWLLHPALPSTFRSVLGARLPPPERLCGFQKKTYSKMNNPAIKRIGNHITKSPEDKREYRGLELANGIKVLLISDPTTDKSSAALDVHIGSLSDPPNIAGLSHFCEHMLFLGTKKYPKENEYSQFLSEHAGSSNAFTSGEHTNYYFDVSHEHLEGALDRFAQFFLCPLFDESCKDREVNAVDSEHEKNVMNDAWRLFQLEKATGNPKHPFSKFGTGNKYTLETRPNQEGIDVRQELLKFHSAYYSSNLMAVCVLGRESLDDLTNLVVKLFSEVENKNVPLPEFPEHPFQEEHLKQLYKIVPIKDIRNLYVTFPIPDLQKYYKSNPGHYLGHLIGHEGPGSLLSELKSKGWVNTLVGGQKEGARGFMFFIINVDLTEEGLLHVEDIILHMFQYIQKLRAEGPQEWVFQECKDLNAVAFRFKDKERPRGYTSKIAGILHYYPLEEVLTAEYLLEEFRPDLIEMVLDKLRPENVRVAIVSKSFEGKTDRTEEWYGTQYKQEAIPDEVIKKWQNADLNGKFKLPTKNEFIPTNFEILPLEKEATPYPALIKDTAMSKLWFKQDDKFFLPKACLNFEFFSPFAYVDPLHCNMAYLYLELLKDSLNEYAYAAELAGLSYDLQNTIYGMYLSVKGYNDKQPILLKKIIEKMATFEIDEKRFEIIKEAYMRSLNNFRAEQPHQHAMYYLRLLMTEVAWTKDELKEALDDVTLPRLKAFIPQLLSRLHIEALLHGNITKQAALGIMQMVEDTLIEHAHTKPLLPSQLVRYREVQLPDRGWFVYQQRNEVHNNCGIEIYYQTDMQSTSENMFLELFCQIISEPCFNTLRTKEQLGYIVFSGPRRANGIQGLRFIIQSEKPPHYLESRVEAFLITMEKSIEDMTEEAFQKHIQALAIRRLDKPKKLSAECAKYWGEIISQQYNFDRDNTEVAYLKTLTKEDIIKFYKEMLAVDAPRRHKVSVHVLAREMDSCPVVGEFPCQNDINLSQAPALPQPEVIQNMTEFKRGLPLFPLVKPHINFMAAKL
# IDE act: boosts human insulin-degrading enzyme activity in HEK cells; FAbeta-B cleavage, fluorescence polarization; 0% vehicle, 100% cell-free pure enzyme wells; activation, % at 5.96 µM; hit rate 0.073% among 340,000; P14735;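 active means activation above the mean of all tested compounds plus 3 SD, set per screening campaign, cut at about 17% in these data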
# CRFBP-R2 block: CRF-BP/CRF-R2 complex antagonism; HEK293 CRF-R2/CRF-BP, CRF-induced calcium fluorescence; inhibition, % at 11.8 µM; hit rate 0.59% among 350,000;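 active means inhibition of the ligand-induced calcium signal above about 50% at the single tested concentration, limit read from the data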
# Starred values were filed as active, the others as inactive; / = not tested or not shown. Random draw from the library; any-hit rate near 4.2%.
SMILES,CHRM4 PAM,pCIP destab,GalR3 antagonist,PHOSPHO1 inh,CRFBP-R2 agonist,MEKK3 PB1 HTS,IDE inh,IDE act,CRFBP-R2 block
Cn1c(=O)c2c(nc(CN3CCc4ccccc4C3)n2CC(=O)c2ccccc2)n(C)c1=O,3.1,/,-6.8,/,1.4,95.0,0.8,1.9,-1.0
CCN1C(=O)c2ccc(C(=O)Nc3cccc(C(=O)O)c3)cc2C1=O,-5.0,3.2,-8.7,31.3,-1.0,105.0,-0.8,-0.6,14.9
Cc1ccccc1/C(N)=N/O,0.7,6.7,1.8,-5.1,-0.5,99.0,-4.6,4.1,12.0
Cc1ccc2c(c1)nnn2C1CCN(CC(=O)N2CCN(c3ccc(F)cc3)CC2)CC1,-15.9,-3.2,-10.6,17.1,3.3,99.0,8.4,-7.2,24.8
CCOC(=O)C(C)On1c(SC(C)C(=O)OCC)nc2ccccc2c1=O (centres undefined),-0.7,-1.7,-3.4,-30.7,-0.9,106.0,4.7,0.2,12.7
Cc1ccc(NC(=O)C(C)N=C2NS(=O)(=O)c3ccccc32)cc1F (centres undefined),-2.2,-4.5,-8.9,19.9,-0.8,106.0,2.2,-3.6,-9.7
O=C(c1ccc(S(=O)(=O)N2CCOCC2)cc1)N1CCN(c2cccc(Cl)c2)CC1,7.1,-6.2,-7.4,-2.4,-0.2,101.0,-0.2,-9.9,2.3
CCOC(=O)/C(C#N)=C/c1cc2ccccc2nc1Cl,-0.7,-8.0,-6.8,8.1,5.3,102.0,-4.8,2.6,-18.1
COc1cccc(/C=C/C(=O)OCC(=O)NCCNC(=O)COC(=O)/C=C/c2cccc(OC)c2)c1,11.6,/,-2.5,/,-1.5,/,10.9,-0.9,-2.2
C=CCN1C(=O)c2ccccc2Sc2ccc(C(=O)NCCC)cc21,1.7,-13.5,-11.7,42.2,-2.8,107.0,0.1,-2.2,13.1
O=C(CN(C(=O)Cn1nnc(-c2cccs2)n1)c1ccc2c(c1)OCCO2)NC1CCCCC1,-5.4,-10.4,-1.6,6.3,0.6,/,-7.4,0.7,5.3
NC(=O)c1ccc(NCc2ccco2)c([N+](=O)[O-])c1,8.4,-4.7,-4.4,-9.1,-4.7,99.0,-3.2,5.9,71.0*
CCOc1ccc(Nc2cc(=O)n(C)c(=O)n2C)cc1,10.3,-16.2,-3.1,-1.6,1.2,/,0.0,-3.2,-22.0
CCN(CC)C(=O)C1CCCc2c1[nH]c1ccc(Cl)cc21 (centres undefined),6.1,-14.0,-2.3,-2.3,1.2,104.0,-2.7,2.6,-10.0
C[C@H]1[C@H]2c3nc4ccccc4n3C[C@H]1ON2C1CCCCC1,-3.2,-0.2,-7.0,9.9,-0.7,98.0,-6.0,5.1,-4.5
O=C(O)CCn1c(=S)oc2ccccc21,9.4,-3.6,-7.0,-29.5,0.8,103.0,2.0,-2.1,5.6
CCOc1ccc(S(=O)(=O)N2CCN(C(=O)CCOc3ccccc3C)CC2)cc1,-4.4,/,-0.1,/,1.0,/,6.3,-3.2,16.6
COc1ccc(CNCCC(c2ccc(OC(C)C)cc2)C(C)C)cc1OC (centres undefined),-7.5,7.2,-9.1,21.6,1.0,104.0,0.1,0.1,-23.4
Cc1ccc(C)c(CN2C(=O)c3ccccc3S(=O)(=O)c3ccc(C(=O)N4CCN(C)CC4)cc32)c1,-4.6,-6.3,1.2,48.8,-1.4,101.0,4.9,5.3,-1.7
O=C(Nc1ccccc1F)C1CCN(S(=O)(=O)c2cccnc2)CC1,9.1,-4.4,-1.2,35.5,-0.8,97.0,4.0,9.3,17.8
O=C(Cn1nnc(-c2ccccc2)n1)N1CCN(S(=O)(=O)c2ccc(Cl)cc2)CC1,-1.1,-7.8,1.4,1.6,0.2,115.0,4.3,8.3,6.5
CCOc1ccc(-c2cc(CCCC(=O)NCc3ccc(C)cc3)no2)cc1,2.9,-0.1,/,-5.3,3.7,/,0.1,-4.2,-6.2
O=C(NC(Cc1ccccc1)C(=O)O)/C(=C/c1ccc(Br)cc1)NC(=O)c1ccc(Br)o1 (centres undefined),19.4*,-15.8,0.5,23.3,1.3,101.0,4.9,4.1,6.1
CCOc1ccccc1NC(=O)COC(=O)c1ccccc1SCC(=O)N1CCCC1,-0.4,/,-1.8,/,-1.7,/,-5.2,3.2,0.3
O=C(COc1ccc2c(c1)OCO2)NCc1cccs1,3.5,/,-5.9,/,-3.8,/,3.9,6.2,3.0
# New compounds follow
SMILES,CHRM4 PAM,pCIP destab,GalR3 antagonist,PHOSPHO1 inh,CRFBP-R2 agonist,MEKK3 PB1 HTS,IDE inh,IDE act,CRFBP-R2 block
Cc1ccc(C(=O)N2CCN(S(=O)(=O)c3ccccc3C#N)CC2)cc1S(=O)(=O)N1CCOCC1,-2.3,/,-4.8,/,-1.0,/,0.8,2.6,0.2
Cc1ccc(-c2nc3ccccc3c(=O)n2CCCN2CCOCC2)cc1,-9.2,-6.3,1.2,-2.2,-3.7,91.0,3.1,3.0,6.2
COCCC(=O)N(Cc1ccc2c(c1)OCO2)C(C(=O)NC1CCCCC1)c1ccncc1 (centres undefined),2.5,-2.7,3.2,3.0,-1.7,97.0,8.9,2.8,-12.0
O=C(c1ccc(Br)cc1)c1cc2ccc(O)cc2oc1=O,9.4,1.1,-9.6,23.3,7.1,102.0,1.3,-0.2,6.3
Cc1cc2ncn(S(=O)(=O)N3CCOCC3)c2cc1C,-7.6,-2.3,-0.7,24.6,0.6,105.0,-2.4,3.3,-18.2
COC(=O)c1ccc(Cn2nnc3ccccc3c2=O)o1,6.5,2.1,-1.9,30.3,0.9,92.0,-0.2,4.3,8.8
CC1CCN(C(=O)COc2cccc3c2CCN(C)C3=O)CC1,-2.0,-6.4,7.3,19.5,4.8,81.0,1.7,4.1,-2.0
O=C(O)/C=C/C(=O)c1ccc2c(c1)CCc1ccccc1-2,-5.2,/,24.6*,/,8.0,/,4.8,-4.6,-13.9
COc1cc(C)c(CNc2cc(C)cc(C)c2)cc1C,-6.7,-7.0,-0.9,13.0,-0.6,93.0,-4.6,0.1,15.6
COC(=O)CNc1nc(Cl)nc(NC2CCCCC2)n1,-4.5,-11.3,-11.0,-59.3,-2.0,101.0,/,0.3,-1.9
CCC(=O)N(C)C[C@H]1Oc2ncc(C#Cc3cccnc3)cc2C(=O)N([C@@H](C)CO)C[C@@H]1C,7.3,/,3.5,/,7.0,/,/,/,2.0
O=C(CN1C(=O)NC2(CCOc3ccccc32)C1=O)c1ccc(F)c(F)c1 (centres undefined),5.4,/,-1.2,/,0.0,/,7.2,6.2,10.1
CC1(C)CC(=O)N(CC(=O)NCc2ccccc2)c2ccccc2S1(=O)=O,6.1,4.0,0.1,-22.1,0.6,105.0,4.8,-1.5,-5.3
CCC(C(=O)OC(C)C)c1ccc2ccccc2c1 (centres undefined),3.9,/,-5.1,/,-2.3,/,-0.3,2.9,6.0
O=C(NCC1CCCCC1)c1ccc(=O)[nH]c1,-9.9,-21.3,3.7,40.5,-0.9,104.0,-10.2,3.0,-11.5
Cc1ccc(CN2CCNC(=O)C2CC(=O)N(C)C2CCOCC2)cc1 (centres undefined),15.3,-11.5,0.8,19.0,3.3,98.0,8.5,-3.0,7.4
Cc1nc2nc(SCC(=O)C(C)(C)C)[nH]c2cc1Br,-0.9,15.3,-1.7,47.6,1.5,93.0,5.0,1.9,-15.8
CC(C)(C)c1ccc(C(=O)Nc2ccc(C(=O)N3CCCC3)cc2)cc1,-6.9,-0.8,-0.7,31.8,-1.2,105.0,-5.0,1.7,-18.1
CCOc1ccc2nc(N3CCC(C(=O)NC4CCCCC4)CC3)sc2c1,5.4,5.1,-5.9,64.9*,-1.2,103.0,4.9,-0.7,-16.1
CN(C(=O)COC(=O)Cn1cnc2c1c(=O)n(C)c(=O)n2C)C1(C#N)CCCCC1,3.8,/,6.6,/,0.8,/,9.1,1.2,15.7
CC(=O)c1ccc(OCCCCOc2ccc(C(C)=O)cc2)cc1,1.0,-0.9,-4.0,13.8,0.0,102.0,-1.2,1.9,3.8
CCN(c1ccccc1)S(=O)(=O)c1ccc(Cl)c(NC(=O)CNCc2ccccc2OC)c1,-9.5,/,-6.6,/,-0.2,/,7.8,1.2,11.0
CC(C)(CN1CCNCC1)NS(=O)(=O)c1ccc(Cl)cc1,-1.8,/,-2.5,/,0.2,/,5.3,1.7,-2.9
COc1ccc(/C=C(\NC(=O)c2ccc(C)cc2)C(=O)NCCN2CCOCC2)cc1,1.0,0.4,-7.4,-6.5,-0.3,101.0,0.7,1.4,7.8
CC1(C)CC(=O)C=C(Nc2ccccc2NC(=O)c2cnccn2)C1,0.1,6.4,-3.7,4.1,-0.1,102.0,5.8,-3.5,11.5

# 4 entries from above, sorted by the number in GalR3 antagonist, high to low.
SMILES,CHRM4 PAM,pCIP destab,GalR3 antagonist,PHOSPHO1 inh,CRFBP-R2 agonist,MEKK3 PB1 HTS,IDE inh,IDE act,CRFBP-R2 block
CC1CCN(C(=O)COc2cccc3c2CCN(C)C3=O)CC1,-2.0,-6.4,7.3,19.5,4.8,81.0,1.7,4.1,-2.0
CC(=O)c1ccc(OCCCCOc2ccc(C(C)=O)cc2)cc1,1.0,-0.9,-4.0,13.8,0.0,102.0,-1.2,1.9,3.8
COc1ccc(/C=C(\NC(=O)c2ccc(C)cc2)C(=O)NCCN2CCOCC2)cc1,1.0,0.4,-7.4,-6.5,-0.3,101.0,0.7,1.4,7.8
O=C(c1ccc(Br)cc1)c1cc2ccc(O)cc2oc1=O,9.4,1.1,-9.6,23.3,7.1,102.0,1.3,-0.2,6.3

# Additional results:
SMILES,CHRM4 PAM,pCIP destab,GalR3 antagonist,PHOSPHO1 inh,CRFBP-R2 agonist,MEKK3 PB1 HTS,IDE inh,IDE act,CRFBP-R2 block
CC(C)(C)NC(=O)/C(=C\c1ccc(Br)cc1)NC(=O)c1cccs1,5.7,3.9,-0.7,6.6,-1.5,104.0,-0.6,3.3,5.6
C=CCSc1nnc2c(n1)OC(c1c(C)[nH]n(-c3ccccc3)c1=O)Nc1ccccc1-2 (centres undefined),-1.5,-107.1,4.9,31.5,4.4,100.0,6.7,0.8,16.6
O=C(CCN1C(=O)c2ccccc2C1=O)N1CCN(Cc2ccc(Cl)cc2Cl)CC1,-1.5,-3.5,-5.4,-24.9,0.8,103.0,10.5,-0.2,-11.7
O=C(COc1cccc(F)c1)Nc1nc(-c2cccnc2)cs1,2.8,/,-3.6,/,-1.1,/,6.5,-4.7,-0.3
Cc1nnsc1C(=O)NC1CCCc2c1cnn2-c1ccc(C(C)(C)C)cc1 (centres undefined),-5.1,-16.4,108.2*,17.6,0.5,100.0,3.0,5.8,-1.5
CC(OC(=O)CCc1nc2ccccc2c(=O)[nH]1)C(=O)c1ccc(Br)cc1 (centres undefined),3.0,-6.7,-3.2,-9.3,0.1,99.0,3.2,7.2,-19.4
CC1=NN(c2ccccc2)C(=O)/C1=C\c1cn(-c2ccccc2)nc1C,2.5,-26.4,-8.6,32.6,-0.5,103.0,-0.4,-5.0,-18.5
CN(C)C(CNc1ccc(S(C)(=O)=O)cc1[N+](=O)[O-])c1ccccc1 (centres undefined),-2.4,-0.4,-3.6,35.0,-0.1,102.0,-5.5,0.6,4.0
CCCCN(CC)Cc1c(O)ccc2c3c(c(=O)oc12)CCC3,9.0,2.9,-3.9,28.3,-0.8,97.0,1.7,-4.0,7.1
COc1ccc(CC(=O)NNC(=O)c2ccncc2)cc1,16.7,-1.0,-2.0,-24.8,-1.6,101.0,-3.6,6.2,1.5
COc1ccc(C2/C(=C(/O)c3ccc(C)cc3)C(=O)C(=O)N2CCCN2CCOCC2)cc1 (centres undefined),-2.1,4.3,-5.8,8.5,-1.5,103.0,-3.9,2.8,21.7
